# Source: PubChem BioAssay
# Calb biofilm kill – clotrimazole potentiators killing Candida biofilms, primary screen, with clotrimazole, Alamar Blue; C. albicans biofilm + clotrimazole; inhibition, % at 6 µM; 85,000 tested, 0.14% active; AID 834, 2007;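 active = inhibition above 20%; inactive = inhibition below 20%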;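 note: preformed 24 hr biofilms exposed to compound for 48 hr; 0% = biofilm without compound and 100% = blank killed by clotrimazole plus chlorhexidine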
# HUVEC tox TNFa – cytotoxicity in TNFa-stimulated HUVEC, primary screen, cytotoxicity control for VCAM1 expression modulator project, imaging, Hoechst nuclei count. cell count reduction, % at 2 µM. AID 848, 2007. HUVEC TNFalpha-stimulated, Hoechst cell count. 93,000 tested, 0.17% active;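 active = cell count reduction exceeding the screen mean by over 5 SD, scaled to untreated wells per plate, cut at about 78% in these data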;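 note: cells counted after 24 h of TNF alpha exposure following the 1 h pretreatment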
# VCAM1 TNFa inh – inhibitors of TNFa-induced VCAM1 expression, primary screen, imaging, HUVEC, TNFa stimulus, immunofluorescence | HUVEC TNFa-induced VCAM-1 immunofluorescence, high-content imaging | inhibition, % at 2 µM | 95,000 tested, 0.48% active | AID 802, 2007;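 active = inhibition above the batch mean plus 3 SD, with images confirmed as a hit by eye, cut at about 37% in these data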;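 note: 0% = TNF-stimulated DMSO wells and 100% = unstimulated control wells; not every result past the cut was called active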
# CYP2C19 inh – blockers of cytochrome P450 2C19 activity – biochemical, luminescence, ADME assay, primary screen; 96,000 tested, 21% active; P33261; CYP2C19 Supersomes, luciferin-H EGE luminescence, 30 min; AID 778, 2007; inhibition, % at 5 µM;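 active = CYP2C19 inhibition above a set limit at 5 µM in the primary screen, cut at about 50% in these data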;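 note: plate controls were negative control wells for no effect and 2.5 mM tranylcypromine positive control for full effect; values of inactives mirror those of a sister screen read the other way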
# Target sequence (P33261 whole entry, looked up): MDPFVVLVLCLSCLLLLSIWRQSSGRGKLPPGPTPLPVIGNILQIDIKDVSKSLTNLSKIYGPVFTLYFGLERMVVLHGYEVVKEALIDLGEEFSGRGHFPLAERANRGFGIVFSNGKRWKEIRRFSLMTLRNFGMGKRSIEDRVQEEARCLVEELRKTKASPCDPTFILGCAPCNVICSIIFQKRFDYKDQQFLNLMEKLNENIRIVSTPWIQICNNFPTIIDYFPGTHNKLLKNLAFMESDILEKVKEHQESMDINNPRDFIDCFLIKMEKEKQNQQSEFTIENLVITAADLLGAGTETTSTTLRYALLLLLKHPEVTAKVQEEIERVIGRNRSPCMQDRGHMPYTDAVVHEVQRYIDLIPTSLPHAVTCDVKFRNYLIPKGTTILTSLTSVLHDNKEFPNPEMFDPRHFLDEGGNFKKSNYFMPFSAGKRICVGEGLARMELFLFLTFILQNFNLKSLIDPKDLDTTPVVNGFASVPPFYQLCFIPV
# CYP2C9 act – human CYP2C9 activators, primary screen, biochemical, luminescence. Cytochrome P450 2C9 (Homo sapiens), P11712. 96,000 tested, 1.4% active. recombinant CYP2C9, luciferin-H conversion; stronger effect = higher value; factor 1 = untreated enzyme, 0 = blocked. activation factor at 5 µM;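 active = activation factor of 2 or more for CYP2C9 at a 5 µM dose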;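 note: 0 = sulfaphenazole-blocked wells and 1 = vehicle-only wells; values of inactives mirror those of a sister screen read the other way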
# Target sequence (P11712 whole entry, looked up): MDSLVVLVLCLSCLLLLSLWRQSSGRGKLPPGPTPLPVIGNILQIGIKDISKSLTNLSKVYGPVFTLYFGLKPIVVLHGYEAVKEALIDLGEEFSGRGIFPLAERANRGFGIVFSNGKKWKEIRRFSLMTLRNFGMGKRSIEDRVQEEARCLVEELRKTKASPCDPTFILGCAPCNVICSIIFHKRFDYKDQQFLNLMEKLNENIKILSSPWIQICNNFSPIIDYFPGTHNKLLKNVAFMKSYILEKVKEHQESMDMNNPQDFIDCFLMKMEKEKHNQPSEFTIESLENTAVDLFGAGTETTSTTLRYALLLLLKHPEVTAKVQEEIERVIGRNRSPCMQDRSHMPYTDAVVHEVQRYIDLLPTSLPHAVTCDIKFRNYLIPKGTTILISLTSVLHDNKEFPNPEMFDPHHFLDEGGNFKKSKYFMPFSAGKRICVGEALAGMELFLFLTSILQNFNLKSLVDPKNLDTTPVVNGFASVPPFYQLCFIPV
# IL1B cytotox – cytotoxicity in IL-1B stimulated HUVEC, primary screen, cytotoxicity control for IL-1B NFkB translocation project, imaging, Hoechst nuclear count, IL-1B stimulus. HUVEC cell count loss. cell count reduction, % at 2 µM. 94,000 tested, 0.41% active;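 active = cell count reduction more than 3 SD above the screen-wide mean, cut at about 70% in these data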;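 note: normalized per plate to untreated control cells as the no-loss baseline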
# CYP2C9 inh – blockers of cytochrome P450 2C9 activity – biochemical, luminescence, ADME assay, primary screen | inhibition, % at 5 µM | AID 777, 2007 | 96,000 tested, 20% active | CYP2C9 Supersomes, luciferin-H conversion | P11712;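 active = blocking of liver enzyme CYP2C9 beyond about 50% at 5 µM, limit read from the data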; note: values of inactives mirror those of a sister screen read the other way
# CYP2C19 activ – human CYP2C19 activators, primary screen, biochemical, luminescence; 96,000 tested, under 10 active; activation factor at 5 µM; recombinant CYP2C19, luciferin-H EGE luminescence; stronger effect = higher value; 0 = fully inhibited enzyme, 1 = untreated enzyme; Cytochrome P450 2C19 (Homo sapiens), P33261; AID 1025, 2008;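 active = activation factor of at least 2 at 5 µM in the primary screen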;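 note: 0 = wells with 2.5 mM tranylcypromine and 1 = vehicle-only wells; values of inactives mirror those of a sister screen read the other way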
# DAT uptake mod – changed hDAT dopamine uptake under cocaine IC80, either direction, primary screen, cocaine antagonist project, cell-based, LLC-PK1 hDAT, [14C]-dopamine uptake, MLSMR | LLC-PK1 hDAT cells, [14C]-dopamine uptake with cocaine IC80; actives deviate in either direction | B-score at 10 µM | 110,000 tested, 1.3% active | AID 449768, 2010;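 active = Z score or B-score, a plate-position-corrected score, falls beyond the plate's 99.7% confidence bounds, in either direction; inactive = both scores lie inside the 99.7% bounds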;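 note: scored against the spread of the other compound wells on the same plate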
# Starred values were filed as active, the others as inactive; / = no result given.
SMILES,Calb biofilm kill,HUVEC tox TNFa,VCAM1 TNFa inh,CYP2C19 inh,CYP2C9 act,IL1B cytotox,CYP2C9 inh,CYP2C19 activ,DAT uptake mod
O=C(c1ccco1)N1CCN(C(c2coc3ccc(Cl)cc3c2=O)c2nnnn2C2CCCC2)CC1 (stereo unspecified),8,/,-2,/,/,18,/,/,0.046
CCOC(=O)N1CCN(c2ncnc3c2oc2nc(C)c4c(c23)CC(C)(C)OC4)CC1,4,/,/,12,0.8,/,24,0.9,/
CCCS(=O)(=O)N1CCCC(C(=O)N2CCC(Cc3ccccc3)CC2)C1 (stereo unspecified),-1,-27,4,69*,0.5,-22,51*,0.3,-0.029
COC(=O)CN(Cc1ccco1)S(=O)(=O)c1ccccc1,0,-21,-2,45,0.5,-31,46,0.6,-0.84
COc1cc(C)c(C)cc1S(=O)(=O)N1CCN(Cc2ccccc2)CC1,4,-29,-47,89*,0.4,0,63*,0.1,1.3
CCCN1CCC(N2CCN(c3cccc(C(F)(F)F)c3)CC2)CC1,8,-29,9,0,1.1,-98,-8,1,-0.3
CSc1nc(Cl)c(Cc2ccc(OC(C)C)cc2)c(N2CCOCC2)n1,/,-1,5,45,0.4,22,62*,0.6,-0.077
O=C1c2ccccc2C(=O)N1C/C=C/CN1C(=O)c2ccccc2C1=O,-7,-29,1,-2,1,-16,2,1,0.7
CCc1nnc(NC(=O)CSc2nnc(Cc3ccccc3)n2Cc2ccccc2)s1,3,-44,10,28,0.6,0,43,0.7,-0.22
Nc1ncnc2nc(SCC(=O)N3CCN(c4ccccc4)CC3)[nH]c12,5,12,10,22,0.8,-12,16,0.8,-0.0036
Cc1cc(=O)[nH]c(N2CCc3ccccc3C2)n1,0,-22,-5,28,1.1,9,-13,0.7,-0.39
O=C(CN(CC1CCCO1)C(=O)CCC(=O)Nc1nccs1)NCc1ccc2c(c1)OCO2 (stereo unspecified),3,-38,-16,24,1,4,-3,0.8,1.8
N#CC1(c2ccccc2)CCC(=NO)CC1 (stereo unspecified),-6,-1,-17,37,0.8,4,19,0.6,-0.86
COc1cccc(C(=O)Nc2ccccc2)c1,6,12,4,31,1,1,-2,0.7,0.87
O=C(CSc1nc2scc(-c3ccco3)c2c(=O)n1-c1ccccc1)NCC1CCCO1 (stereo unspecified),3,1,-7,52*,0.3,4,71*,0.5,-0.083
CCOC(=O)c1c(N)sc(C(=O)N(C)C)c1C,1,-17,-10,47,1.3,3,-32,0.5,-0.0012
O=C1CC(=C(c2ccccc2)c2ccccc2)C(=O)N1CCCCN1CCN(c2ccccc2)CC1,/,-4,28,44,0.3,9,73*,0.6,0.039
CCC(=O)Nc1cnc(NC(=O)c2cccc(F)c2)cc1C,10,-5,-1,/,/,-2,/,/,0.005
CC(C)CN(CC(C)C)c1nnc(NC(=O)Cn2c(=O)oc3ccccc32)s1,10,-9,-14,0,1,8,1,1,1
CCCCN(CC)CCCNC(=O)Cn1nc(Cc2cccnc2)c2ccccc2c1=O,2,-35,1,2,0.9,-13,11,1,-0.57
CC(C)(C)c1ccccc1OCCCCCNCCO,4,/,/,7,1,/,-2,0.9,-0.39
Cc1ccc(S(=O)(=O)NCc2ccco2)c(C)c1C,3,62,32,56*,3.5*,4,-254,0.4,-0.62
Cc1ccc(Nc2nc(C)cc(C)n2)c(Br)c1,17,3,4,13,0.9,-28,14,0.9,-0.034
O=C(O)C1CCN(S(=O)(=O)N2CCOCC2)CC1,-2,14,13,-3,1,-35,4,1,-1.1
O=C(Nc1nnc(-c2ccc3c(c2)CCCC3)o1)c1ccc(Cl)cc1Cl,6,-8,9,7,0.7,-1,32,0.9,0.0036
Cn1c(Cc2cccc3ccccc23)nnc1SCC(=O)N1CCN(c2cccc(Cl)c2)CC1,2,-20,-8,12,1.2,-175,-16,0.9,0.99
COCCNC(=O)NC(=O)COC(=O)c1cc([N+](=O)[O-])ccc1Sc1nc(C)cs1,5,-12,12,4,0.8,3,21,1,-0.028
Cc1ccc(Cn2ccc(NC(=O)c3cc(-c4cccc(Cl)c4)on3)n2)cc1,-1,-10,-11,4,1.2,-14,-22,1,0.081
C[C@H](N)c1nnc(SCc2c(Cl)cccc2Cl)o1,1,-21,-7,99*,0.4,-1,58*,0,-0.45
O=c1ccc2cc(S(=O)(=O)Nc3ccc(F)cc3)ccc2o1,2,0,-12,98*,0.5,19,46,0,0.32

# Whole records from above. Values in the order: Calb biofilm kill	HUVEC tox TNFa	VCAM1 TNFa inh	CYP2C19 inh	CYP2C9 act	IL1B cytotox	CYP2C9 inh	CYP2C19 activ	DAT uptake mod
# Cn1c(Cc2cccc3ccccc23)nnc1SCC(=O)N1CCN(c2cccc(Cl)c2)CC1 is listed as 2	-20	-8	12	1.2	-175	-16	0.9	0.99
# CCC(=O)Nc1cnc(NC(=O)c2cccc(F)c2)cc1C is listed as 10	-5	-1	/	/	-2	/	/	0.005

# The list goes on.
SMILES,Calb biofilm kill,HUVEC tox TNFa,VCAM1 TNFa inh,CYP2C19 inh,CYP2C9 act,IL1B cytotox,CYP2C9 inh,CYP2C19 activ,DAT uptake mod
Cc1ccc(-c2nnn(CCC(=O)NC3CCCC3)n2)cc1,-1,-2,-15,45,0.2,-5,76*,0.5,-0.22
CC(=O)CC(C)(C)n1nnc(-c2ccccc2)n1,-5,-8,5,62*,0.9,4,12,0.4,-0.11
O=C(CSc1nc(-c2cccs2)cc(C(F)(F)F)n1)NCc1ccco1,5,-9,-2,62*,0.2,-26,79*,0.4,-0.17
COc1ccc(N(CC(=O)N2CCC(C)CC2)S(=O)(=O)c2c(C)nn(C)c2C)cc1,7,-39,16,75*,0.6,11,37,0.3,-0.66
CCOc1ccc(-n2c(N)c(C(=O)NCc3ccco3)sc2=S)cc1,3,-7,7,25,0.4,-6,57*,0.7,0.99
O=C(O)c1ccc(NC(=O)c2cccs2)cc1,4,-3,18,/,/,-6,/,/,-0.71
COc1ccc2ccc(Oc3ncccn3)cc2c1,4,14,-20,36,1,8,-2,0.6,-0.22
COc1ccc(CNC(=O)NC2CCCCC2)cc1,3,-8,4,22,1.2,4,-15,0.8,-0.012
O=C(Cc1ccc(Cl)cc1)Nc1ccc(N2CCCC2)cc1,6,-2,-5,13,0.9,-7,14,0.9,-0.93
CCCCCn1ccc(=O)c2c(C(F)(F)F)nccc21,9,-18,4,/,/,5,/,/,-0.053
COc1ccc(N=c2sc3ccccc3n2C)cc1,/,-16,-18,51*,0.7,12,29,0.5,-0.0089
O=C(Nc1cc(C(F)(F)F)ccc1N1CCOCC1)c1ccccc1,/,8,1,64*,0.9,3,11,0.4,0.29
O=c1[nH]c2ccc(S(=O)(=O)N3CCN(Cc4ccccc4)CC3)cc2[nH]c1=O,0,-34,15,7,0.9,-52,9,0.9,0.2
CCN1C(c2ccccc2)=C(c2ccccc2)S/C1=C/C=C1\SC(=S)N(C)C1=O,4,-16,-11,/,/,20,/,/,/
CSC1=C(C#N)C2(CCCC2)C(C#N)=C(N)N1,5,-14,-21,77*,0.4,2,63*,0.2,-0.36
CCn1c(N)c(C(=O)Nc2ccccc2C(=O)OC)sc1=S,7,-14,-18,8,0.9,-2,12,0.9,0.028
CC1(C)Cc2c(cnn2-c2ccccc2)-c2c1c1ccccc1n2CC(O)CCl (stereo unspecified),1,-9,14,/,/,91*,/,/,0.99
CCOC(=O)C1=C(OCc2ccc(Cl)cc2)C2C=C(C)C=CC2N=C1 (stereo unspecified),-1,-15,-3,50,0.5,/,46,0.5,2
COCCN(C(=O)c1ccco1)c1nnc(-c2ccc(OC)c(OC)c2)s1,10,-6,6,/,/,33,/,/,0.082
CN(CC(=O)OCC(=O)NC(=O)c1cccn1C)S(=O)(=O)c1ccc(Cl)cc1,3,-20,3,1,1,-10,0,1,-0.89
COc1ccc(OC)c(-n2nnnc2SCC(=O)NCc2ccc3c(c2)OCO3)c1,7,0,-9,81*,0.4,-3,60*,0.2,0.58
COc1ccc(Br)cc1S(=O)(=O)N1CCCC1,8,4,-10,/,/,23,/,/,-0.08
CSc1nc(C)c2c(n1)N(c1cccc(C)c1)CC2,/,-39,-3,47,0.7,-55,27,0.5,-1.4
CCOC(=O)N1CCN(CCC(=O)Nc2ccc(OC)cc2)CC1,9,-25,17,8,0.8,15,18,0.9,-0.00059
CSc1nnc(-c2ccc(O)cc2)n1C,3,-28,-16,0,1,7,-2,1,-0.26
Cc1nn(CC(=O)Nc2ccccn2)c(C)c1[N+](=O)[O-],/,7,-1,9,1,15,-4,0.9,0.25
CCc1ccc(-c2nc(-c3ccncc3)no2)cc1,8,-21,-18,99*,0.2,-6,84*,0,0.048
O=c1[nH]n(-c2ccccc2)c(=O)c(Cl)c1Cl,/,2,-1,-12,1,-30,-3,1.1,-0.31
CCOC(=O)COc1ccc(S(=O)(=O)N2CCN(C(=O)OCC)CC2)cc1,6,-10,-5,34,0.7,-10,32,0.7,-0.0057
Cc1ccc(OCCN2CCCCCC2)c(C)c1,3,6,12,58*,0.8,8,15,0.4,0.01
Cc1cc2c(C)ccc(C)c2nc1SCC(=O)c1cccs1,/,-16,2,-2,0.5,-14,55*,1,-1.4
CCC(=O)Nc1ccc(C(=O)Nc2ccc3c(c2)C(=O)N(CC2CCCO2)C3=O)cc1 (stereo unspecified),4,-9,1,-1,0.8,8,19,1,0.22
CCCCC(=O)Nc1cccc(-c2cn3ccccc3n2)c1,/,-37,-9,6,0.6,-26,42,0.9,1.5
CC(Oc1ccc2c(-c3ccccc3)cc(=O)oc2c1)C(=O)O (stereo unspecified),-3,-22,5,9,0.3,-19,74*,0.9,0.39
CCCCOc1ccc(-c2ncc(C(=O)OCC)c(N)n2)cc1,5,5,3,-12,1.2,-40,-19,1.1,0.016
COc1ccccc1OCc1nnc(SCC(=O)N2CCCCC2)n1-c1ccccc1,0,-36,2,71*,0.9,-7,7,0.3,0.053
O=C(O)C1CC=CCC1C(=O)Nc1cc(Cl)ccc1Cl (stereo unspecified),-3,-15,-3,/,/,-24,/,/,-1.5
Cc1cc(N/C(=N\S(=O)(=O)c2ccc(Cl)cc2)c2ccc(F)cc2)no1,/,/,/,26,0.6,/,40,0.7,-0.18
COCCNC(=O)C1c2ccccc2C(=O)N(CCOC)C1c1ccc(F)cc1 (stereo unspecified),5,-18,12,-16,1.1,15,-10,1.2,-7.6*
CCCn1nc(C(=O)N2CCc3ccccc3C2)c2ccccc2c1=O,6,3,1,33,0.6,-18,38,0.7,2.2
CC(C)(C)NC(=O)CSc1nncn1NCc1ccccc1,2,/,/,12,0.9,/,11,0.9,0.15
CCn1c2ccccc2c2cc(NC(=O)CSc3nnc(-c4ccccc4)o3)ccc21,/,-13,30,95*,0.2,-6,78*,0.1,0.25
COc1ccccc1-c1cc(C(=O)NCCN2CCOCC2)no1,/,9,3,-1,2.2*,-4,-123,1,0.096
COC(=O)c1cc(COc2ccc3oc(C)c(C(=O)OC)c3c2)c(C)o1,9,-6,-2,14,0.6,-218,40,0.9,-0.009
